CBFb-RUNX1 inh = CBF-beta/RUNX1 interaction disruption. Potency, µM (top dose mostly 59.8 µM), for the others: top-dose activity, negative = inhibition, most hits filed as inhibitors. 230,000 tested, under 10 active. AlphaScreen CBFb-His/RUNX1-biotin binding, biochemical; further: % of control where 0% means no effect
Target sequence (Q01196 whole entry, looked up): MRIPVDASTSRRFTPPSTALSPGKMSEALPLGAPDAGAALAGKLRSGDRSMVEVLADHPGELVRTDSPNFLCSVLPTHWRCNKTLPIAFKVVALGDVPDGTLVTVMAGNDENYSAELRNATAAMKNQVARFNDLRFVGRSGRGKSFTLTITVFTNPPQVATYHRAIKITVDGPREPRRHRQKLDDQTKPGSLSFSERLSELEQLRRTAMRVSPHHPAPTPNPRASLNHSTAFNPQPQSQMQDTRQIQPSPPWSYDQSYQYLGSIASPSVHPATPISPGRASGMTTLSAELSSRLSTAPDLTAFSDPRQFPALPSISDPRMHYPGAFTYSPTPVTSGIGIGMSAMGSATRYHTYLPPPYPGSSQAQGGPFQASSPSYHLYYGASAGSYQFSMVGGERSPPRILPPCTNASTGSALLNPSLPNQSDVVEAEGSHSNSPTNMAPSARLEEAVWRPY
Target sequence (Q13951 whole entry, looked up): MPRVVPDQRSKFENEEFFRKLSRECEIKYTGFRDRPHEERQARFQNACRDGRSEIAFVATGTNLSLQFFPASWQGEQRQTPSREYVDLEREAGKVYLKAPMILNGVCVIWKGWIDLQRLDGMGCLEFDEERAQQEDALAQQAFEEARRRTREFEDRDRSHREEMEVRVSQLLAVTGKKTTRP
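Read-out: AlphaScreen. Format: His-CBF-beta with biotinylated RUNX1 (30 nM each) preincubated 20 min, compound 15 min, Ni-chelate plus streptavidin beads 90 min; room temperature throughout.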
Epigenetic reg = epigenetic control regulation, reporter derepression. murine LDR cells, GFP reporter derepression, 30 h. Potency, µM (series often up to 53.9 µM), for inactives: at the top dose GFP activation, hits mostly activators. 280,000 compounds, 0.2% hits. AID 1865; further: potency means the concentration at half of the fitted maximal effect; % of control where 0% means no effect; nearly all actives have a fitted effect of over 60% in size
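Reporter derepression read as number of fluorescent GFP-positive objects, 20-120 um in size, counted by laser-scanning cytometer. Mouse LDR line with an epigenetically silenced CMV-GFP locus; compound incubation 30 h, 37 C.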
IMPase Li cell = cell-permeable IMPase inhibitors with lithium potentiation; CHO-M1 cells, IP1 TR-FRET (IP-One), carbachol + lithium; Potency, µM (highest dose often 59.4 µM), inactives show at the top dose activity, negative = IMPase inhibition, usual class: inhibitors; 210,000 compounds, 0.35% hits;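 further: IP1 builds up when IMPase is blocked and the TR-FRET signal falls; potency means the concentration at half of the fitted maximal effect; plate controls were basal vehicle for no effect and high inhibitor control for full effect; nearly all actives have a fitted effect of over 50% in size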
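Concentration–response in CHO-M1 cells, lithium-potentiated; 30 min at 37C. IP1 detected by competitive TR-FRET after 10 min lysis at RT. Hill-fitted AC50.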
HTT aggregate = reduces HttQ103-GFP aggregates in PC12 cells; AID 1688; PC12 HttQ103-GFP aggregates, Acumen cytometry, 40 h; 220,000 compounds, 1.1% hits; Potency, µM (highest dose often 46.1 µM), for inactives: top-dose activity change, negative = inhibition, usual class: inhibitors; further: potency means the concentration at half of the fitted maximal effect; on the % scale 0 is the no-effect control and ±100 the full control effect; nearly all actives have a fitted effect of over 60% in size
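Inducible Q103 Huntingtin exon 1–GFP PC12 line, 1500 cells/well in phenol red free DMEM with 5% equine and 5% calf serum. Tebufenozide 100 nM induced expression; compounds titrated; aggregates quantified by cytometry.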
Lamin A splicing = LMNA splicing modulation; HeLa LMNA splicing GFP/RFP minigene ratio, 48 h; Potency, µM (doses to about 46.1 µM), inactives show top-dose ratio change, negative = inhibition, usual class: inhibitors; 200,000 compounds, 0.01% hits; active means well fitted inhibition curve with a large enough effect in the signal ratio, with a control signal flat, not every such curve was filed as active; inconclusive means small, poorly fitted or top-dose-only effect, or effect the other way, or a change in a side signal; the % refers to the signal ratio; further: potency means the concentration at half of the fitted maximal effect; on the % scale 0 is the no-effect control and ±100 the full control effect
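S3 HeLa stable clones carrying a lamin A-EGFP splicing minigene plus DsRed2 were seeded at 600 cells/well in Opti-MEM with 2% FBS, pin-dosed and incubated 48 h at 37°C. Acumen cytometry (488 nm) gave the GFP/RFP total-intensity ratio.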
KinaseGlo FLuc = counter-screen: inhibitors of Kinase-Glo firefly luciferase | Q27757 | Kinase-Glo luciferase, ATP luminescence, 8 min | Potency, µM (top dose mostly 38.3 µM), without a hit: at the top dose activity change, negative = inhibition, actives largely listed as inhibitors | 200,000 compounds, 0.28% hits; further: potency means the concentration at half of the fitted maximal effect; on the % scale 0 is the no-effect control and ±100 the full control effect; nearly all actives have a fitted effect of over 60% in size
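Luminescence was the read-out, taken after 8-minute incubation at ambient temperature. Luciferase turned over luciferin with 10 uM ATP in imidazole pH 7.2 buffer containing KCl, MgCl2, Tween 20 and BSA.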
NPSR antag = neuropeptide S receptor (human) antagonism, cAMP; CHO-NPSR cells, cAMP TR-FRET, antagonist mode; Potency, µM (highest dose often 38.3 µM), for inactives: at the top dose activity change, negative = inhibition, usual class: inhibitors; 220,000 compounds, 1% hits; further: potency means the concentration at half of the fitted maximal effect; on the % scale 0 is the no-effect control and ±100 the full control effect; nearly all actives have a fitted effect of over 50% in size; many of its hits are not listed in these tables
Target sequence (Q6W5P4 whole entry, looked up): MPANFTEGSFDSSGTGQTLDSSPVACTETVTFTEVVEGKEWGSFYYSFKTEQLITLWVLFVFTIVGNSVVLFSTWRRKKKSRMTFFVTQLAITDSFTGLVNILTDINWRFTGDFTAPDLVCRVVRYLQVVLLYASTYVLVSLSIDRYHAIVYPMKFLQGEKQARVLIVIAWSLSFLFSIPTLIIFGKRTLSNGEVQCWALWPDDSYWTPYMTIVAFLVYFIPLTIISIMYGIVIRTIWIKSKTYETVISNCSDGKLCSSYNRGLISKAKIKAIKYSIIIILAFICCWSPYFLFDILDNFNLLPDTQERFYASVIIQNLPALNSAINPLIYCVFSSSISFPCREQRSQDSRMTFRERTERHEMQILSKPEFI
The depositor's hits bear a star; [ ] = another dose, or the depositor's remark. Unless noted, the call rests on the fitted dose curve; in most records, active means well fitted curve in the direction sought with a large enough effect; inconclusive means small, poorly fitted or top-dose-only effect, or another doubt; inactive means no such curve, though single readings can be large; an effect the other way counts as inactive or inconclusive.

How did Cc1ccccc1Cn1cc(NC(=O)c2cc(C3CC3)on2)cn1 do in these assays?
CBFb-RUNX1 inh: 1.8%; Epigenetic reg: -1.0%; HTT aggregate: -41.2%[9.22 µM]; NPSR antag: -14.5%

Results for CCCSc1nnc2n(-c3ccccc3OC)c(=O)c3c4c(sc3n12)CCC4 ?
CBFb-RUNX1 inh: 1.7%; Epigenetic reg: 0.0%; IMPase Li cell: 14.8%[38.3 µM]; HTT aggregate: 11.4%; Lamin A splicing: 9.1%; KinaseGlo FLuc: -2.6%; NPSR antag: -29.7%[46.1 µM]

Results for O=C(c1ccccc1)N1CCN(c2ccc(Cl)cc2)CC1 ?
CBFb-RUNX1 inh: -4.1%; Epigenetic reg: -5.7%; IMPase Li cell: 19.4%[38.3 µM]; HTT aggregate: -0.3%[9.22 µM]; Lamin A splicing: inconclusive; KinaseGlo FLuc: -0.2%; NPSR antag: -6.5%[46.1 µM]

What do the screens show for `COc1cccc(NC(=O)CSc2nnc(-c3cccs3)n2C)c1`?
CBFb-RUNX1 inh: 12.6%; Epigenetic reg: 0.0%; IMPase Li cell: 19.3%[38.3 µM]; HTT aggregate: 0.8%; Lamin A splicing: -14.5%; KinaseGlo FLuc: 2.1%; NPSR antag: 3.9%[46.1 µM]

What do the screens show for `COc1cc(C)c(Cl)c(C)c1S(=O)(=O)NC1CC(C)(C)NC(C)(C)C1`?
CBFb-RUNX1 inh: 3.0%; Epigenetic reg: -0.4%; IMPase Li cell: 4.5%; HTT aggregate: -4.3%; NPSR antag: 6.3%

What do the screens show for `Clc1ccc(Cn2ncc3c(N4CCCCC4)ncnc32)c(Cl)c1`?
CBFb-RUNX1 inh: -0.9%; Epigenetic reg: -1.6%; IMPase Li cell: 11.2%[38.3 µM]; HTT aggregate: inconclusive; Lamin A splicing: inconclusive; KinaseGlo FLuc: 1.9%; NPSR antag: inconclusive

What do the screens show for `O=C(CSc1ncnc2ccccc12)Nc1cccc(S(=O)(=O)N2CCOCC2)c1`?
CBFb-RUNX1 inh: 1.4%; Epigenetic reg: -0.4%; IMPase Li cell: 18.3%; HTT aggregate: 0.9%; Lamin A splicing: inconclusive; KinaseGlo FLuc: 1.7%; NPSR antag: -26.4%

What do the screens show for `O=C(CCN1C(=O)/C(=C/c2cccs2)SC1=S)NNC(=O)c1cccc(O)c1`?
CBFb-RUNX1 inh: 2.1%; Epigenetic reg: inconclusive; IMPase Li cell: 17.2%; HTT aggregate: 0.0%; KinaseGlo FLuc: -1.7%; NPSR antag: -9.2%

Results for CCOC(=O)c1oc2nc(CC(C)C)c3c(c2c1N)CCCC3 ?
CBFb-RUNX1 inh: 2.2%; Epigenetic reg: 1.4%; HTT aggregate: inconclusive; NPSR antag: 21.9%[7.67 µM]

How did C=CCN1C(=O)/C(=N/n2cnnc2)c2ccccc21 do in these assays?
CBFb-RUNX1 inh: 0.9%; Epigenetic reg: -1.7%; IMPase Li cell: 16.8%[38.3 µM]; HTT aggregate: 0.3%; Lamin A splicing: inconclusive; KinaseGlo FLuc: -8.7%; NPSR antag: -3.6%[46.1 µM]

How did Cc1ccc(N2CCN(c3ccc(NCc4nc5ccccc5n4C)cc3)CC2)cc1 do in these assays?
CBFb-RUNX1 inh: inconclusive; Epigenetic reg: 2.1%; IMPase Li cell: -0.8%; HTT aggregate: inconclusive; Lamin A splicing: inconclusive; KinaseGlo FLuc: -2.6%; NPSR antag: -21.5%

What do the screens show for `COc1ccc(-n2ncc3c(NCCCn4ccnc4)ncnc32)cc1`?
CBFb-RUNX1 inh: 1.8%; Epigenetic reg: -1.1%; IMPase Li cell: 1.6%[38.3 µM]; HTT aggregate: 11.8%; Lamin A splicing: 4.0%; KinaseGlo FLuc: -2.5%; NPSR antag: -0.8%[46.1 µM]

What do the screens show for `CCc1ccccc1Nc1nc2ccccc2n1CC`?
CBFb-RUNX1 inh: 8.4%; Epigenetic reg: -0.2%; IMPase Li cell: 26.1%; HTT aggregate: -6.6%; Lamin A splicing: -1.0%[46 µM]; KinaseGlo FLuc: 2.2%; NPSR antag: 4.7%

What do the screens show for `N#Cc1nc(-c2ccc(OCc3ccc(Cl)cc3)cc2)oc1N1CCOCC1`?
CBFb-RUNX1 inh: 5.3%; Epigenetic reg: -10.4%; HTT aggregate: -6.1%; Lamin A splicing: 1.7%; NPSR antag: -6.2%[46.1 µM]

How did Cc1nn(C)c(C)c1CNC(=O)Nc1cccc(Cl)c1 do in these assays?
CBFb-RUNX1 inh: 1.4%; Epigenetic reg: -2.8%; IMPase Li cell: 3.5%; HTT aggregate: -20.8%; KinaseGlo FLuc: -0.2%; NPSR antag: 8.1%

Results for Cc1c(NC(=O)C(C)NCC2CCCO2)c(=O)n(-c2ccccc2)n1C (stereo not drawn) ?
CBFb-RUNX1 inh: 1.1%; Epigenetic reg: -0.9%; IMPase Li cell: -18.3%[38.3 µM]; HTT aggregate: 3.2%; Lamin A splicing: -1.5%; KinaseGlo FLuc: -1.2%; NPSR antag: -4.9%[46.1 µM]

How did CC(C)[C@H](NC(=O)c1ccco1)C(=O)NC12CC3CC(CC(C3)C1)C2 do in these assays?
CBFb-RUNX1 inh: 1.1%; Epigenetic reg: 1.1%; IMPase Li cell: 22.8%; HTT aggregate: -16.4%; Lamin A splicing: inconclusive; KinaseGlo FLuc: 1.5%; NPSR antag: -6.0%

Results for CCOC(=O)c1sc(-c2ccccc2)cc1NC(=O)c1ccc(S(=O)(=O)N(CCOC)CCOC)cc1 ?
CBFb-RUNX1 inh: inconclusive; Epigenetic reg: -3.0%; IMPase Li cell: inconclusive; HTT aggregate: 23.9%; Lamin A splicing: inconclusive; KinaseGlo FLuc: -4.1%; NPSR antag: inconclusive

What do the screens show for `CCCc1cc(=O)[nH]c(SCC(=O)Nc2nonc2N)n1`?
CBFb-RUNX1 inh: 4.9%; Epigenetic reg: -1.1%; IMPase Li cell: 17.2%[38.3 µM]; HTT aggregate: -13.3%; Lamin A splicing: 14.5%; KinaseGlo FLuc: 4.1%; NPSR antag: -0.3%[46.1 µM]

What do the screens show for `O=C(O)c1cccc(NC(=O)c2cccc(NC(=O)C3CCCO3)c2)c1` (stereo not drawn)?
CBFb-RUNX1 inh: 4.2%; Epigenetic reg: 4.2%; IMPase Li cell: -2.9%[38.3 µM]; HTT aggregate: -9.8%; Lamin A splicing: 0.2%; KinaseGlo FLuc: 8.1%; NPSR antag: inconclusive

What do the screens show for `O=C(NC1c2ccccc2-c2ccccc21)N1CCOCC1`?
CBFb-RUNX1 inh: -0.2%; Epigenetic reg: 1.0%; IMPase Li cell: -14.1%[38.3 µM]; HTT aggregate: -1.4%; Lamin A splicing: 10.7%; KinaseGlo FLuc: 3.3%; NPSR antag: 0.5%[46.1 µM]

What do the screens show for `O=C(NCCCn1ccnc1)/C(=C/c1ccco1)NC(=O)c1ccco1`?
CBFb-RUNX1 inh: -6.0%; Epigenetic reg: 5.2%; HTT aggregate: 8.7%[9.22 µM]; NPSR antag: 12.1%

What do the screens show for `CCOc1ncccc1C(=O)Nc1ccc(-c2cn3ccsc3n2)cc1`?
CBFb-RUNX1 inh: 4.3%; Epigenetic reg: 3.1%; IMPase Li cell: -22.2%[38.3 µM]; HTT aggregate: -0.7%; Lamin A splicing: 4.8%; KinaseGlo FLuc: 10.0%; NPSR antag: -0.9%[7.67 µM]

What do the screens show for `CCOC(=O)NC(=O)/C(C#N)=N\Nc1cccc(OC)c1`?
CBFb-RUNX1 inh: 27.7%; Epigenetic reg: -1.0%; IMPase Li cell: -4.7%; HTT aggregate: 3.4%; Lamin A splicing: 4.9%[46 µM]; KinaseGlo FLuc: 3.4%; NPSR antag: -8.8%

What do the screens show for `O=C1c2ccccc2CC[C@H]1CNCCc1ccc(O)cc1`?
CBFb-RUNX1 inh: -3.5%[21.7 µM]; Epigenetic reg: -0.8%; IMPase Li cell: 23.1%; KinaseGlo FLuc: 0.2%

What do the screens show for `CC(C)(C)c1ccc(N2C(=N)SCC2=O)cc1`?
CBFb-RUNX1 inh: 11.7%; Epigenetic reg: -1.1%; HTT aggregate: 14.4%[9.22 µM]; NPSR antag: 8.5%

How did CC(C(=O)Nc1cc(C(F)(F)F)ccc1N1CCOCC1)N1C(=O)C2CC=CCC2C1=O (stereo not drawn) do in these assays?
CBFb-RUNX1 inh: -10.4%; Epigenetic reg: -4.1%; IMPase Li cell: -18.5%[38.3 µM]; HTT aggregate: -3.3%; Lamin A splicing: 2.0%; KinaseGlo FLuc: 10.3%; NPSR antag: -3.0%[46.1 µM]

How did Cc1cc(C)cc(N(CC(=O)NC2CCCCC2)C(=O)c2ccc(C)s2)c1 do in these assays?
CBFb-RUNX1 inh: -4.6%; Epigenetic reg: -2.3%; IMPase Li cell: 12.4%[38.3 µM]; HTT aggregate: 0.4%; Lamin A splicing: 16.4%; KinaseGlo FLuc: -3.4%; NPSR antag: inconclusive

What do the screens show for `CC(Nc1ccc(Br)cc1)C(=O)N/N=C/c1ccccc1OCc1ccccc1` (stereo not drawn)?
CBFb-RUNX1 inh: -15.6%; Epigenetic reg: 0.0%; IMPase Li cell: 42.5%[activator][38.3 µM]; HTT aggregate: inconclusive; Lamin A splicing: inconclusive; KinaseGlo FLuc: -1.6%; NPSR antag: inconclusive

Results for CC(=O)NC1(C(F)(F)F)C(=O)Nc2c1c(=O)[nH]c(=O)n2CC(C)C (stereo not drawn) ?
CBFb-RUNX1 inh: 1.9%; Epigenetic reg: 1.1%; IMPase Li cell: 2.4%; HTT aggregate: 3.6%; Lamin A splicing: 1.0%[46 µM]; KinaseGlo FLuc: -1.0%; NPSR antag: 15.6%

What do the screens show for `COc1cc2[nH]c(=O)n(C3CCCCC3)c(=O)c2cc1OC`?
CBFb-RUNX1 inh: 3.3%; Epigenetic reg: -3.2%; IMPase Li cell: 3.5%[38.3 µM]; HTT aggregate: inconclusive; Lamin A splicing: -5.8%; KinaseGlo FLuc: -7.7%; NPSR antag: -13.5%[46.1 µM]

Results for COCCNC(=O)c1c(N)n(/N=C/c2cccs2)c2nc3ccccc3nc12 ?
CBFb-RUNX1 inh: 9.4%; Epigenetic reg: 0.1%; IMPase Li cell: 20.3%[38.3 µM]; HTT aggregate: -12.0%; Lamin A splicing: -4.7%; KinaseGlo FLuc: -0.9%; NPSR antag: -12.9%[46.1 µM]

How did COCC(=O)OCC(=O)Nc1ccc(Cl)cc1[N+](=O)[O-] do in these assays?
CBFb-RUNX1 inh: -18.0%; Epigenetic reg: 0.6%; IMPase Li cell: 1.5%; HTT aggregate: -1.0%; Lamin A splicing: 24.7%[46 µM]; KinaseGlo FLuc: 0.3%; NPSR antag: 10.6%

The list is partial. The share of hits here may be higher or lower than overall.
